DT40 TDP1 CPT: DT40-hTDP1 cell growth loss with CPT; chicken DT40 Tdp1-/-;hTDP1 cells + 20 nM CPT, ATP luminescence, 48 h; Potency, µM (doses to about 46.2 µM), without a hit: at the highest dose activity change, negative = growth inhibition, actives largely listed as inhibitors; 420,000 tested, 12% active; further: nearly all actives have a fitted effect of over 55% in size
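Chicken DT40 Tdp1-/- cells stably complemented with human TDP1 were seeded at 400 cells/well in medium containing 20 nM camptothecin, exposed to pin-transferred compounds, and grown at 37 °C for at least 48 hr. Viability was read as ATP luminescence.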
TDP1 inh: TDP1 (human) enzyme inhibition; Potency, µM (titrated, usually from 130 µM), for the others: at the highest dose activity change, negative = inhibition, hits mostly inhibitors; AID 485290; Q9NUW8; 350,000 tested, 0.28% active; recombinant TDP1, AlphaScreen DNA substrate cleavage; further: nearly all actives have a fitted effect of over 40% in size
Target sequence (Q9NUW8 whole entry, looked up): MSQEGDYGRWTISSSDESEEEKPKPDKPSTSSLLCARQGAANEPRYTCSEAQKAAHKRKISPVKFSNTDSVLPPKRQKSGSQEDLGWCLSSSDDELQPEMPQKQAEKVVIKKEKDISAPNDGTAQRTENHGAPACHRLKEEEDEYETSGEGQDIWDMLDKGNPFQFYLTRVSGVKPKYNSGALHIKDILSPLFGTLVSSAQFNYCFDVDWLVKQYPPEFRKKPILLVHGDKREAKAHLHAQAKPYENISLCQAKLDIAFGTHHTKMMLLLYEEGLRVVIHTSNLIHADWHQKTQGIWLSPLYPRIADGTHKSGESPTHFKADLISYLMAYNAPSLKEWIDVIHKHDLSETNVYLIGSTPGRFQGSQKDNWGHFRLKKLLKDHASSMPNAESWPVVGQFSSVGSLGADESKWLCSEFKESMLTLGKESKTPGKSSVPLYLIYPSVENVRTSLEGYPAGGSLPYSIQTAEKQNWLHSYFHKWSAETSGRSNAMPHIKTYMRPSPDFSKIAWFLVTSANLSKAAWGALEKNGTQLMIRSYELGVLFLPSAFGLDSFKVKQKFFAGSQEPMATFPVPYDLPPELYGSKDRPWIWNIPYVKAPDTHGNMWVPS
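Recombinant E. coli-expressed Tdp1 (1 nM) preincubated with compound 15 min at RT, then 5'-biotin/3'-phosphotyrosine-FITC DNA substrate (15 nM) added for 5 min. AlphaScreen beads (10 ug/ml) added, 10 min RT; tyrosine-FITC cleavage read as signal loss.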
TDP1 cell noCPT: qHTS for Inhibitors of human tyrosyl-DNA phosphodiesterase 1 (TDP1): qHTS in cells in absence of CPT | Potency, µM (doses to about 46.2 µM), without a hit: at the highest dose activity change, negative = growth inhibition, hits mostly inhibitors | DT40 Tdp1-/- hTDP1 cells, no CPT, ATP luminescence, 48 h | 420,000 tested, 15% active; further: nearly all actives have a fitted effect of over 55% in size
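Chicken DT40 Tdp1-/- cells complemented with human TDP1, screened without camptothecin (DMSO vehicle only), 400 cells/well. Compounds pin-transferred, cells incubated at 37 °C for at least 48 hr. Growth read as ATP-dependent luminescence (CellTiter-Glo, 30 min at RT).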
Starred values were filed as active, the others as inactive; u = inconclusive; x = not tested or not shown; [ ] = dose if it differs, or a comment. The call rests on the fitted dose curve; in most records, active means well fitted curve in the direction sought with a large enough effect; inconclusive means small, poorly fitted or top-dose-only effect, or another doubt; inactive means no such curve, though single readings can be large; an effect the other way counts as inactive or inconclusive. On the % scale 0 is the no-effect control and ±100 the full control effect; potency means the concentration at half of the fitted maximal effect.

SMILES	DT40 TDP1 CPT	TDP1 inh	TDP1 cell noCPT
COc1ccccc1C(=O)Nc1ccc2oc(-c3cccc(Cl)c3Cl)nc2c1	-2%	0%[12.3 µM]	-8%
CCOCCCNC(=O)C(NC(=O)CC1NC(=O)NC1=O)c1ccc(Cl)cc1 (centres undefined)	-3%	7%	-2%
O=c1c2c(-c3ccc(Cl)cc3)csc2ncn1/N=C/c1cccc([N+](=O)[O-])c1O	-21%	-6%	-20%
O=C(Nc1ccc(F)cc1F)N1CCN(C/C=C/c2ccccc2)CC1	u	1%	-25%
CC(C)(C)OC(=O)N(CCc1ccccc1)Cc1cccc(OCc2cccc(NC(=O)C3CCCC3)c2)c1	u	x	u
O=c1[nH]c(CSc2nnnn2-c2ccccc2)nc2ccccc12	-27%	3%	u
Cc1ccc(NC(=O)[C@@H](NC(=O)c2cccc(S(=O)(=O)N3CCOCC3)c2)C(C)C)cc1C	u	0%	12µM*
CCOc1ccc(C(=O)COC(=O)Cn2[nH]c(=O)c3ccccc3c2=O)cc1	2%	x	-3%
S=C(Nc1cccc(Cl)c1)N(CCCN1CCCC1)Cc1cccn1Cc1ccc(Cl)cc1	u	11%	18µM*
CCOC(=O)CC(NC(=O)c1cc2cccc(OC)c2oc1=O)c1cccc([N+](=O)[O-])c1 (centres undefined)	-16%	0%	-30%
CC(=O)c1ccc(-n2c(-c3cc(-c4ccsc4)n[nH]3)n[nH]c2=S)cc1	15%	5%	4%
CN(C)C(CNC(=O)C1CCN(S(=O)(=O)c2cccc(Cl)c2Cl)CC1)c1ccccc1 (centres undefined)	-23%	x	u
C=CCn1c(SCCN2C(=O)c3ccccc3C2=O)nc2scc(-c3ccccc3)c2c1=O	u	0%	u
CCCCCOC(=O)Nc1nc(=O)n([C@@H]2O[C@H](C)[C@@H](O)[C@H]2O)cc1F	-10%	x	u
NC(=O)CSc1nnc(-c2ccncc2)n1CCc1ccccc1	-5%	0%	-6%
COCC(=O)N=Nc1c(O)[nH]c2ccccc12	-21%	-5%	-19%
O=C(N/N=C\c1cccnc1)C1c2ccccc2Oc2ccccc21	9%	2%	-8%
Cc1ccc(S(=O)(=O)N(C)c2c(C)ccc(S(=O)(=O)NC(C)(C)C)c2C)cc1	7%	7%	-22%
CC(=O)Nc1ccc(NC(=O)c2ccco2)cc1	-7%	-10%	-3%
O=C(Nc1ccc(F)c(Cl)c1)C1CCN(c2ncccn2)CC1	-20%	2%	2%
Cc1c(NC(=O)C2CCN(S(=O)(=O)c3ccccc3)CC2)c(=O)n(-c2ccccc2)n1C	-8%	2%	-15%
CCOC(=O)C1CCCN(CCC(C)c2ccccc2)C1 (centres undefined)	-4%	5%	-1%
CC[C@]12c3[nH]c4ccc(OC)cc4c3CCN1C(=O)C(CC(=O)NC/C=C(\C)CCC=C(C)C)C[C@@H]2C(=O)N1CCN(C(=O)c2ccco2)CC1 (some centres undefined)	u	6%[56.1 µM]	u
Cc1ccc(S(=O)(=O)Cn2nnnc2CN(Cc2ccco2)Cc2cccs2)cc1	-28%	4%[56.1 µM]	u
COc1ccc(-n2nnnc2SCC(=O)c2ccc3c(c2)OCCO3)cc1	u	0%	-21%
O=S(=O)(c1ccc2c(c1)OCCO2)N1CCC(n2cnc3cc(F)ccc32)CC1	u	11%	u
Cc1ccc(C(C[N+](=O)[O-])c2c(N)n(C)c(=O)n(C)c2=O)cc1 (centres undefined)	3.7µM*	2%	5.2µM*
CCCc1cc(=O)oc2cc(OCC(=O)Nc3ccc(S(N)(=O)=O)cc3)ccc12	-22%	-21%	-25%
CCc1ccc(OC(=O)CSc2nnc(-c3ccc4c(c3)OCO4)o2)cc1	-1%	-9%	-6%
CC(NC(=O)COC(=O)c1nc(Cl)ccc1Cl)c1ccccc1 (centres undefined)	5%	-1%	1%
CC(NC(=O)c1ccc(Br)cc1)c1ccccc1 (centres undefined)	0%	0%	-27%
O=C(Nc1ccccc1Cl)C1CCCN(S(=O)(=O)c2ccc(-n3cnnn3)cc2)C1 (centres undefined)	-18%	0%	-19%
O=C1NC(NS(=O)(=O)c2ccccc2)(C(F)(F)F)C(=O)N1c1cccc(Cl)c1 (centres undefined)	22%	x	-25%
COCC(C)N1CCC(Oc2cccc(C(=O)NCCc3ccccc3)c2)CC1 (centres undefined)	-19%	0%	-9%
CN(NC(=O)C1CC(=O)N(c2ccccc2)C1)C1=NS(=O)(=O)c2ccccc21 (centres undefined)	8%	0%	10%
Cn1c(=O)c(=O)n(C)c2cc(NC(=O)c3ccccc3Br)ccc21	3%	-8%	-6%
CCCOc1ccc(-c2nn(-c3ccccc3)cc2/C=C2\SC(N)=NC2=O)cc1C	16µM*	-3%	u
O=S(=O)(NCCSc1ccccc1)c1ccc(F)cc1	u	7%	18µM*
COc1cc(C(=S)N2CCN(c3cccc(Cl)c3)CC2)ccc1O	10µM*	2%	18µM*
COCCNC(=O)CN1C(=O)c2cccnc2Oc2ccc(Cl)cc21	-1%	-1%	-11%
Cc1ccc(OC(=O)c2cc3ccccc3o2)cc1	-8%	-10%	-3%
N#CCCN(C(=S)Nc1ccc(S(=O)(=O)N2CCOCC2)cc1)c1ccccc1F	-23%	-4%	-27%
CN1CCc2c(sc(/N=C/c3c[nH]c4ccccc34)c2C#N)C1	u	x	u
Cc1cc(Cl)ccc1NC(=O)NC1CCN(S(=O)(=O)c2ccc(F)cc2)CC1	23µM*	6%	u
C=CCN(CC=C)C(=O)c1ccc2nc(Cc3ccc(OC)c(OC)c3)oc2c1	u	3%	4.6µM*
Cc1nc(NCC(=O)c2c[nH]c3ccccc23)sc1C	6.3µM*	x	u
COc1ccccc1NC(=O)c1sc2ncn(Cc3cccc4ccccc34)c(=O)c2c1C	-17%	5%	-22%
CC(NC(=O)COC(=O)c1ccc(CO)cc1)C1CC2CCC1C2 (centres undefined)	u	0%	5%
O=C(O)c1cc(NS(=O)(=O)c2cccs2)cc(NS(=O)(=O)c2cccs2)c1	6%	-11%	-12%
O=c1[nH]c2cc3c(cc2cc1CN(CCN1CCOCC1)C(=S)NCC1CCCO1)OCO3 (centres undefined)	-4%	-1%	6%

Further entries.
SMILES	DT40 TDP1 CPT	TDP1 inh	TDP1 cell noCPT
Cc1ccc(S(=O)(=O)N2C[C@H]3C(=O)C[C@@H]4C(=O)N(c5ccccc5)C(=O)[C@@H]4[C@@H]3C[C@H]2c2cccs2)cc1	-21%	x	-6%
COC(=O)C(C)Oc1cc(OC(C)C(=O)OC)c2c(C)c(Cl)c(=O)oc2c1 (centres undefined)	1%	-2%	-10%
COc1ccc(NS(=O)(=O)c2cc(NC(=O)COc3ccccc3F)ccc2OC)cc1	u	-1%	u
COc1ccc(Oc2ncc3ncc(=O)n(-c4ccc(OC)cc4)c3n2)cc1	-5%	x	-26%
CCNC(=S)NNc1nncc2ccccc12	u	-3%	u
CC(=O)OCCNc1cc(SCc2ccco2)c2nonc2c1[N+](=O)[O-]	u	x	18µM*
COc1cc(OC)cc(-c2cc3nc(C)c(CCC(=O)O)c(=O)n3[nH]2)c1	0%	5%	-28%
COc1cc(C)c(NC(=S)NCCCN2CCOCC2)cc1OC	14%	6%	1%
C/C(CC(=O)Nc1ccc([N+](=O)[O-])cc1)=N/NC(=O)C1C2CCCCC21 (centres undefined)	-17%	x	-25%
O=C1NC[C@@H](CCCCN2C[C@H](Cc3ccc(O)cc3)N(Cc3ccccc3)C(=O)C2=O)N(CCc2ccc(O)cc2)C1=O	-3%	x	-11%
CCCNC(=O)c1cccc(NC(=O)C(C)C)c1	-6%	-3%	0%
CN(Cc1ccc(Cl)c(Cl)c1)C(=O)c1[nH]c(C(F)(F)F)nc1-c1ccccc1	u	x	-17%
CCOC(=O)c1c(NCc2ccc3c(c2)OCO3)c2ccccc2[nH]c1=O	-24%	2%	u
c1cnn2c(-c3ccc4c(c3)CCO4)cnc2c1	10µM*	x	9.2µM*
COc1ccc(C(CNC(=O)c2cc(C)on2)N(C)C)cc1 (centres undefined)	3%	8%	-26%
Cc1c(C)c2ccc(OCC(=O)c3ccccc3)cc2oc1=O	u	x	u
Cn1c(COc2ccccc2)nnc1SCC(=O)Nc1ccc2c(c1)OCO2	-7%	-3%	-20%
COc1cccc(NC(=O)c2cc(Cl)nnc2Cl)c1	0.52µM*	2%	8.2µM*
CC(=O)c1ccc(OCC(=O)c2cc(C)n(-c3ccc4c(c3)OCO4)c2C)cc1	23µM*	-3%	10µM*
O=C(CSc1nc2ccccc2n1CC(=O)N1CCCC1)Nc1ccc2c(c1)OCO2	u	-2%	u
CCc1nnc(NC(=O)CSc2nnc(-c3ccoc3C)n2CC(C)C)s1	-19%	12%	-3%
O=C(NCCO)/C(=C\c1ccc2c(c1)OCO2)NC(=O)c1ccc(Br)cc1	-17%	3%	-4%
CN(C)c1ccc(/C=N/NC(=O)c2ccco2)cc1	-5%	1%	-13%
CC1CN(C(=O)c2cccc(NS(=O)(=O)c3ccc(Br)cc3)c2)CC(C)O1 (centres undefined)	-19%	x	u
Cc1ccc(-n2ncc3c(NNC(=O)c4ccco4)ncnc32)cc1Cl	u	0%	u

(more compounds)
Structure	DT40 TDP1 CPT	TDP1 inh	TDP1 cell noCPT
CCCc1nc2ccccc2c(=O)n1/N=C/c1ccc(O)c(O)c1	12µM*	-2%	16µM*
COc1ccc(CNC(=O)CCNC(=O)N2CC(=O)Nc3ccccc32)cc1	-3%	x	-18%
Cc1cc(C)n(-c2ccc(C(=O)Oc3ccc4c(c3)OCO4)cc2)n1	-1%	-5%	-25%
Cc1nn(CC(=O)NCCCN2CCCC2=O)c(C)c1[N+](=O)[O-]	-18%	-1%	-12%
CCOc1ccc(NC(=O)CN(C)C(=O)CC(NC(=O)c2ccccc2)c2ccccc2)cc1OCC (centres undefined)	-1%	x	-23%
Cn1c(C(=O)NCCc2c[nH]c3ccccc23)cc2sccc21	u	10%	u
O=C(CN1C(=O)c2ccccc2S1(=O)=O)N1CCN(c2ccccc2)CC1	2%	9%	0%
CCN(N=O)c1ccc(C=C2C=Cc3ccccc32)cc1	-5%	x	-26%
O=C(CNC(=O)c1cccc(Cl)c1)N/N=C/c1cccnc1	-1%	-13%	1%
Cc1ccccc1NC(=S)Nc1cccc([N+](=O)[O-])c1	-26%	6%	u
Cc1sc(NC(=O)c2cccs2)nc1-c1ccccc1	23µM*	3%	u
COc1ccc(CCNC(=O)C2CCCN(c3nc(C)cc(C)n3)C2)cc1 (centres undefined)	6%	6%	-6%
O=C1CN(C(=O)COC(=O)c2cccnc2Cl)c2ccccc2N1	1%	3%	15%
O=C(NCC(c1cccnc1)N1CCc2ccccc21)C(=O)Nc1ccccc1F (centres undefined)	7.3µM*	0%	u
CCOC(=O)c1c(NC(=O)Cn2nc(C(F)(F)F)cc2C)sc(C)c1C	u	5%	-10%
COc1ccccc1NC(=O)CSc1oc(-c2cccs2)nc1S(=O)(=O)c1ccccc1	u	6%	u
O=C(O)c1ccc(NN=Cc2cc(=O)[nH]c(=O)[nH]2)cc1	6%	x	-13%
COC(=O)c1c(C(C)=O)c(C)n(C)c1C	-4%	0%	-2%
O=C(OCn1nnc2ccccc2c1=O)c1ccc(F)c(S(=O)(=O)N2CCOCC2)c1	0%	x	-19%
Cc1ccc(NC(=O)CN(C)C(C)C(=O)N2CC(C)CC(C)C2)cc1 (centres undefined)	u	2%	u

Molecules listed so far containing a COOH group (three):
Structure	DT40 TDP1 CPT	TDP1 inh	TDP1 cell noCPT
O=C(O)c1cc(NS(=O)(=O)c2cccs2)cc(NS(=O)(=O)c2cccs2)c1	6%	-11%	-12%
COc1cc(OC)cc(-c2cc3nc(C)c(CCC(=O)O)c(=O)n3[nH]2)c1	0%	5%	-28%
O=C(O)c1ccc(NN=Cc2cc(=O)[nH]c(=O)[nH]2)cc1	6%	x	-13%

4 compounds picked at random from the list so far:
Structure	DT40 TDP1 CPT	TDP1 inh	TDP1 cell noCPT
CCOc1ccc(NC(=O)CN(C)C(=O)CC(NC(=O)c2ccccc2)c2ccccc2)cc1OCC (centres undefined)	-1%	x	-23%
O=C(NCC(c1cccnc1)N1CCc2ccccc21)C(=O)Nc1ccccc1F (centres undefined)	7.3µM*	0%	u
Cc1cc(C)n(-c2ccc(C(=O)Oc3ccc4c(c3)OCO4)cc2)n1	-1%	-5%	-25%
CCN(N=O)c1ccc(C=C2C=Cc3ccccc32)cc1	-5%	x	-26%
